sPLA2-III inh: human group III sPLA2 inhibitors, primary screen, biochemical, QFRET, BODIPY PC-A2 liposome substrate | Group 3 secretory phospholipase A2 (Homo sapiens), Q9NZ20 | QFRET BODIPY PC-A2 liposome hydrolysis, fluorescence | inhibition, % at 12.2 µM | actives 0.56% (n = 370,000);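 active = inhibition above mean plus 3 SD of compounds lying within the high and low control bounds, cut at about 19% in these data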;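 also: 0% = median of test compound wells and 100% = no enzyme DMSO wells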
Target sequence (Q9NZ20 whole entry, looked up): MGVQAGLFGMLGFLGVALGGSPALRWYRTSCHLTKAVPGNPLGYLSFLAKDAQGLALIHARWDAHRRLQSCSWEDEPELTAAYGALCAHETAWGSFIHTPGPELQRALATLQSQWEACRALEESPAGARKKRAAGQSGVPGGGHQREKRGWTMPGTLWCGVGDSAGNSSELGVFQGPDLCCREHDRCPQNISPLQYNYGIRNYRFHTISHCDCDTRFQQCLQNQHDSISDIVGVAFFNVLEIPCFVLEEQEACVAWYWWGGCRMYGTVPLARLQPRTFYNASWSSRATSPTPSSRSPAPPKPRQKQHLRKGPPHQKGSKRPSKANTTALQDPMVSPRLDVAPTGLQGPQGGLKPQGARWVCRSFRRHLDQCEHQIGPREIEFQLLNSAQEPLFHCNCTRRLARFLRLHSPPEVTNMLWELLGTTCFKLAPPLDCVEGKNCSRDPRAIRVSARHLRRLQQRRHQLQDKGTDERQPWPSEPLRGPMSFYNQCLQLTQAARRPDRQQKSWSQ
NR1D1 modulator: modulators of Rev-erb alpha DNA binding, primary screen, biochemical, FITC-DNA, fluorescence polarization, uHTS. AID 1259318, 2017. Nuclear receptor subfamily 1 group D member 1 (Homo sapiens), P20393. actives 0.79% (n = 370,000). Rev-erbα–FITC-DNA binding, 90 min. activity, % at 10 µM;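 active = activity above about 14%, limit read from the data; passing the limit was not always enough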;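 also: 0% = DMSO wells with 35 nM protein and 100% = DMSO wells with 750 nM protein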
Target sequence (P20393 whole entry, looked up): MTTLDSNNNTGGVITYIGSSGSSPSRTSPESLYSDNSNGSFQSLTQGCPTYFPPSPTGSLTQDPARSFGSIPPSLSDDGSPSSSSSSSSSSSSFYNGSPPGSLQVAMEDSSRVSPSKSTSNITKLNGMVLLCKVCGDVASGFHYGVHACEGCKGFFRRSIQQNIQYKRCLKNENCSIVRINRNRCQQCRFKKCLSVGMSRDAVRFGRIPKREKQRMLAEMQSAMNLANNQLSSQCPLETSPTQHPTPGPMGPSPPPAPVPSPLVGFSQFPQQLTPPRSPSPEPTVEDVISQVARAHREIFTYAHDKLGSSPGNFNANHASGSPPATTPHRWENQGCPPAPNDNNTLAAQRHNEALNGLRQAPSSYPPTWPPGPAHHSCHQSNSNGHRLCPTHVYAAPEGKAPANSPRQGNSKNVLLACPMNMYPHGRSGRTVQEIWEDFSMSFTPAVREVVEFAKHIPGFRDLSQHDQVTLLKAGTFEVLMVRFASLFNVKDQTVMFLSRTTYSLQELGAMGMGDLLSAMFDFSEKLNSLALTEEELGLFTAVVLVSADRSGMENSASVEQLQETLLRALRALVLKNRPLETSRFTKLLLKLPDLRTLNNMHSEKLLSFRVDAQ
SMARCA2 act: SMARCA2 (BRM) function activators, primary screen, cell-based, luminescence, high throughput; MG213 cells, MMTV-luciferase reporter, dexamethasone, overnight; activation, % at 9.1 µM; actives 1% (n = 370,000); AID 652017, 2013; in the data active = activation above about 7.8%;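 also: 0% = vehicle wells and 100% = reference activator wells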
ssDAF-12 act: S. stercoralis DAF-12 nuclear receptor activators, primary screen, cell-based, luminescence, HEK293, GRIP1 co-expression, lit1-tk-luc; HEK293 ssDAF-12/GRIP1 lit1-tk-luc reporter; % of 3 µM dafachronic acid response; activation, % at 6.8 µM; actives 1% (n = 370,000); AID 652126, 2013;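 active = activation above the mean over all tested compounds plus 3 SD, cut at about 0.9% in these data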;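 also: 0% = DMSO-only wells and 100% = 3 µM delta7-dafachronic acid wells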
DAX1 inh-1: DAX1 (NR0B1) inhibitors on StAR promoter, primary screen, cell-based, luminescence, SF-1 (NR5A1), full-length DAX-1 | inhibition, % at 6.8 µM | HEK293T StAR-luciferase reporter, SF-1/DAX-1 repression relief | actives 1.1% (n = 370,000) | AID 652010, 2013;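 active = inhibition above the mean over all tested compounds plus 3 SD, cut at about 3.6% in these data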;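 also: 0% = DAX-1 cells with DMSO and 100% = cells lacking DAX-1 with DMSO; higher inhibition means more luminescence from relief of DAX-1 repression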
PLC-beta3 inh: human PLC-beta3 inhibitors, primary screen, biochemical, fluorescence; 1-phosphatidylinositol 4,5-bisphosphate phosphodiesterase beta-3 (Homo sapiens), Q01970; Purified PLC-beta3, fluorogenic substrate; inhibition, % at 12.2 µM; actives 0.18% (n = 370,000); in the data active = inhibition above about 11%;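 also: 0% = median of compound wells on plate and 100% = full blocker control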
PG9 binder: binders of HIV-1 gp120 antibody PG9, primary screen, biochemical, TR-FRET. inhibition, % at 6.7 µM. actives 0.43% (n = 360,000). TR-FRET gp120-PG9 antibody binding. HIV-1 gp120 / PG9 antibody interaction; in the data active = inhibition above about 8.5%
GAA850 FXN act: FXN promoter activators, primary screen, cell-based, luciferase luminescence, HEK293 lucGAA850 | HEK293 lucGAA850 FXN promoter luciferase reporter, 24 h; percent of 10 µM SAHA response | activation, % at 6 µM | actives 0.56% (n = 360,000);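 active = activation above the average of all compounds screened plus 3 SD, cutoff fixed separately per campaign, cut at about 7.5% in these data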;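 also: 0% = DMSO wells and 100% = 10 µM SAHA wells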
hgDAF12 agonist: H. glycines DAF-12 receptor agonists, primary screen, cell-based, luminescence, HEK293, GAL4 fusion, UAS-luciferase; AID 687014, 2013; activation, % at 6.8 µM; actives 1.8% (n = 370,000); HEK293 GAL4-hgDAF12 UAS-luciferase reporter, agonist luminescence; normalized to butyrate control;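 active = activation above a cutoff set at the mean of all screened compounds plus 3 SD, cut at about 10% in these data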;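 also: 0% = DMSO wells and 100% = sodium butyrate wells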
hcDAF-12 act: H. contortus DAF-12 nuclear receptor activators, primary screen, cell-based, luminescence, HEK293, lit1-tk-luc reporter | actives 1.4% (n = 370,000) | activation, % at 6.8 µM | HEK293 hcDAF-12 lit1-tk-luc reporter; 0% DMSO, 100% Δ7-dafachronic acid | AID 652067, 2013;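 active = activation above the mean of all tested compounds plus 3 SD, cut at about 5.5% in these data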;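 also: 100% = response to 3 µM Δ7-dafachronic acid high control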
DAX1 inh-2: DAX1 (NR0B1) inhibitors, primary screen, cell-based, HEK293, Gal4-DAX1, luciferase luminescence; Nuclear receptor subfamily 0 group B member 1 (Homo sapiens), P51843; HEK293 Gal4-DAX1 luciferase reporter; inhibition, % at 6.75 µM; actives 0.99% (n = 340,000); AID 504766, 2011;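 active = inhibition above the mean over all tested compounds plus 3 SD, cut at about 4.2% in these data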;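 also: 0% = DAX1-transfected cells with DMSO and 100% = empty-vector control cells with DMSO; inhibition shows as a rise in luminescence from relieved DAX1 repression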
* marks the source's active call; other numbers are inactive results; . = no result given.

SMILES | sPLA2-III inh | NR1D1 modulator | SMARCA2 act | ssDAF-12 act | DAX1 inh-1 | PLC-beta3 inh | PG9 binder | GAA850 FXN act | hgDAF12 agonist | hcDAF-12 act | DAX1 inh-2
COC(=O)c1ccccc1NC(=O)Nc1ccc(C(=O)N2CCCC2)cc1 | -1.3 | -2.1 | 6.3 | -0.9 | -0.6 | 0.2 | 1.2 | -1.4 | -3.0 | 0.1 | -1.9
CCN(CC)CC(C)CNC(=O)C1(O)c2ccccc2NC(=O)N1c1ccc(Cl)c(Cl)c1 (stereo not given) | -0.9 | -0.7 | -1.1 | -0.9 | -0.3 | -6.0 | -0.1 | -1.2 | -0.7 | -0.9 | 0.0
COc1cccc(C(C)(O)c2nc(-c3ccccc3)cs2)c1 (stereo not given) | -20.1 | -3.6 | -5.6 | -1.6 | -1.9 | -0.3 | -1.0 | 0.4 | -0.2 | -2.2 | .
COc1ccc(Nc2nc(NCCCN3CCOCC3)nc(N)c2[N+](=O)[O-])cc1 | -4.0 | 0.8 | -0.3 | -1.6 | 0.2 | 2.4 | -4.0 | 1.8 | -1.4 | -0.9 | -0.3
Cc1ccc(OCC(=O)N(Cc2ccccc2)C2CCS(=O)(=O)C2)c([N+](=O)[O-])n1 (stereo not given) | 0.1 | 6.6 | -4.1 | -1.4 | -0.3 | -0.1 | 2.0 | 2.9 | -0.7 | 1.2 | 0.6
OCCN1CCN(c2cc(C(F)(F)F)nc3c(F)cccc23)CC1 | -2.2 | 2.5 | -3.2 | -0.3 | -0.6 | -8.0 | -1.2 | 0.5 | 0.8 | -0.3 | 1.1
CCN(CC)CCN(C(=O)c1ccc2c(c1)CCCC2)c1nc2c(OC)cccc2s1 | 2.3 | 2.6 | -0.6 | -0.5 | -1.3 | -0.8 | 0.7 | -2.4 | 2.7 | -1.2 | -0.6
O=C(NNC(=O)C1CCCN(c2ncccn2)C1)c1ccncc1 (stereo not given) | -1.6 | 2.5 | -0.1 | -0.8 | -0.2 | -4.2 | -2.5 | 0.3 | 1.0 | -1.5 | 0.9
CC(=O)c1ccc(OCc2cc(C(=O)N(C)Cc3ccon3)no2)cc1 | 3.3 | -6.7 | -1.5 | -0.7 | 0.0 | -4.7 | -1.5 | 0.7 | -0.9 | -0.5 | 0.1
CCCCOC(=O)Cn1c(=O)n(CC(=O)OCCCC)c2ccccc21 | 2.5 | -2.2 | 1.5 | -1.1 | -0.1 | -1.0 | 0.2 | -2.0 | -2.0 | -1.1 | -0.3
CCOC(=O)CSc1nc(-c2ccncc2)ccc1C#N | 0.3 | -2.7 | 3.9 | 0.9* | 3.4 | -300.2 | -0.8 | 4.9 | 16.5* | 3.8 | 2.1
COC(=O)c1ccc(OCC(=O)c2ccccc2)cc1 | -15.1 | 3.2 | 12.3* | 1.3* | 2.4 | 4.9 | -0.5 | 4.0 | 11.3* | 9.0* | 2.6
Cc1ccc(S(=O)(=O)NNC(=O)c2sc3nc(C)cc(C)c3c2-n2cccc2)cc1 | -29.2 | 0.7 | -2.4 | -1.0 | 0.3 | -13.1 | -0.4 | -4.1 | -3.2 | -1.6 | -0.9
O=C(CC[C@H]1O[C@@H](n2cnc3c(NC(=O)c4ccccc4)ncnc32)[C@H](O)[C@@H]1O)NCc1ccco1 | 0.0 | 2.5 | -4.1 | -1.2 | 0.2 | -0.7 | -2.5 | . | -1.5 | -1.2 | .
COC(=O)c1sc(NC(=O)CN2CCN(c3cccc(Cl)c3)CC2)c(C(=O)OC)c1C | -2.0 | 9.6 | 3.4 | -1.0 | 0.5 | -5.3 | 0.5 | 0.5 | -2.5 | 0.9 | 3.2
Cc1ccc(NC(=O)COC(=O)c2cccnc2)c(C)c1 | 4.2 | 2.3 | -4.9 | -1.5 | -1.5 | -8.8 | -0.7 | -2.2 | 2.6 | 0.8 | -0.3
Cc1cc(C)c(-c2csc(NC(=O)C3=COCCO3)n2)cc1C | -31.1 | 19.1* | -2.3 | -0.9 | 1.8 | -5.1 | -1.8 | 1.7 | 3.1 | 1.5 | -0.8
COc1ccc(-c2cn(-c3ccccc3)c(=S)[nH]2)cc1OC | 18.7 | 6.0 | -2.4 | -0.5 | 0.7 | -4.8 | -2.7 | 2.3 | 6.2 | 2.1 | 3.6
CC(C)C[C@@H](CNCC(=O)[C@H](Cc1c[nH]c2ccccc12)NC(=O)c1[nH]cnc1C(=O)N[C@H](CN)CC(C)C)NC(=O)c1nc[nH]c1C(=O)N[C@@H](CC(=O)O)C(=O)O | -26.8 | 2.3 | -1.4 | 0.3 | 0.1 | -57.0 | -1.1 | 1.3 | 6.6 | 5.5 | 1.1
Cc1ccc(N(O)C(C)(C)C)cc1 | 2.6 | 6.4 | -1.7 | -0.5 | -2.3 | -68.9 | 0.9 | 1.1 | -3.2 | -0.4 | -0.2
O=S(=O)(Nc1cccc(-c2cn3cccnc3n2)c1)c1ccc(F)cc1 | -12.1 | 0.8 | 1.9 | -0.7 | 0.2 | -388.5 | -1.1 | 0.4 | -1.8 | -0.7 | -1.4
COc1ccccc1C(=O)Nc1ccc(-c2nnn(CC(=O)N3CCN(C(=O)c4ccco4)CC3)n2)cc1 | -3.9 | 4.0 | 0.8 | -1.7 | 0.3 | -1.8 | 0.3 | 1.1 | -1.1 | -0.7 | 0.0
CSc1ccc(NC(=O)C(C)N2CCN(C)CC2)cc1 (stereo not given) | 3.7 | -0.2 | -2.1 | -0.9 | -0.1 | -4.8 | 1.2 | 0.5 | -0.3 | 0.5 | -0.2
COc1ccc(CCNC(=O)CN(c2ccc(OC)c(OC)c2)S(C)(=O)=O)cc1OC | 11.1 | 1.1 | -2.3 | -1.1 | -1.0 | 3.4 | 1.0 | -2.6 | 0.6 | -1.2 | 1.4
Cc1nc2ccccc2n1/N=C/c1ccc([N+](=O)[O-])o1 | -2.6 | -0.1 | -1.1 | -1.4 | -3.0 | 1.7 | -1.0 | 0.8 | -4.2 | -1.0 | -0.7

(cont.)
SMILES | sPLA2-III inh | NR1D1 modulator | SMARCA2 act | ssDAF-12 act | DAX1 inh-1 | PLC-beta3 inh | PG9 binder | GAA850 FXN act | hgDAF12 agonist | hcDAF-12 act | DAX1 inh-2
CCC(C)(C)NC(=O)CN(Cc1cccs1)C(=O)CCC(=O)Nc1nccs1 | 2.7 | -0.1 | -1.8 | -1.8 | -0.2 | 4.0 | -1.1 | -0.7 | 1.0 | -0.3 | 0.7
CCN1C(=O)[C@H]2[C@@H](c3ccc(-c4ccc(Cl)c(Cl)c4)cc3)N3CCCC[C@@]3(C(=O)OC)[C@H]2C1=O | 8.1 | -1.2 | 3.3 | -1.4 | -0.1 | 0.1 | -0.7 | 0.1 | -0.7 | 0.2 | -0.1
NC(=O)CC(NC(=O)c1cccc(Br)c1)c1ccc(N2CCC(N3CCCC3)CC2)c([N+](=O)[O-])c1 (stereo not given) | 6.4 | -10.7 | 0.4 | -1.5 | 0.2 | -1.4 | 1.3 | 0.2 | -1.0 | -2.6 | 1.2
CC(C)C1NCCc2c1sc1ccccc21 (stereo not given) | 13.3 | 1.7 | -2.7 | -1.8 | 0.4 | -3.5 | -0.5 | -0.4 | 0.1 | -1.5 | -1.3
CC(c1ccccn1)C(C)(O)C(C)c1ccccn1 (stereo not given) | 13.8 | 8.9 | 1.7 | -1.3 | 0.2 | -11.5 | -1.6 | 0.9 | 1.4 | -0.1 | -0.4
COc1ccccc1Nc1nc(-c2sc(N)nc2C)cs1 | -4.2 | 4.5 | -0.8 | -1.1 | 0.0 | -14.9 | -1.5 | 1.3 | 0.9 | 2.5 | -1.3
CC(C)Cn1c(CN2CCCCC2C)nc2c1c(=O)n(C)c(=O)n2C (stereo not given) | 7.3 | 3.3 | 0.0 | -1.2 | -0.5 | 2.4 | -0.4 | 1.1 | 1.5 | 1.1 | -0.3
Cc1cccc(Nc2nnc(SC3CCOC3=O)s2)c1C (stereo not given) | -38.8 | -8.4 | 1.7 | -1.4 | 0.5 | -3.7 | -2.3 | -0.5 | 0.4 | -1.1 | -0.8
[O-][n+]1cc(Cl)cc(Cl)c1 | -1.8 | 1.9 | -2.6 | -1.1 | 0.2 | 1.6 | 1.7 | 0.1 | 0.2 | 0.6 | .
CCCN1CCN(C(=S)Nc2ccc(S(N)(=O)=O)cc2)CC1 | 2.2 | -3.6 | -2.9 | -1.2 | 1.3 | 3.8 | -2.9 | -0.5 | -3.2 | 0.3 | -0.7
O=C(NCC1CCCN1S(=O)(=O)c1cccs1)C(=O)Nc1ccc(F)cc1F (stereo not given) | -3.8 | 1.1 | 0.7 | -0.9 | -1.0 | -0.8 | -0.5 | 3.5 | -0.2 | -1.7 | -0.5
Cc1ccccc1CN(C)C[C@@H]1OCc2cnnn2CCCC(=O)N([C@@H](C)CO)C[C@H]1C | 0.0 | 2.2 | 0.2 | -1.0 | -0.6 | 1.2 | 0.5 | 1.0 | -1.5 | -2.0 | -0.9
O=C(C1CCN(S(=O)(=O)c2ccc(Cl)s2)CC1)N1CCN(c2ccccc2)CC1 | -3.5 | -0.7 | 0.8 | -0.7 | -0.2 | -3.7 | -1.7 | -1.0 | 1.7 | -0.1 | -0.4
Cc1ccc(OCc2nc(-c3ccccn3)n[nH]2)cc1 | -8.6 | 5.6 | 5.5 | -0.2 | 0.7 | 2.6 | -1.1 | 1.5 | 1.2 | -0.5 | -0.6
CS(=O)(=O)c1ccc(Oc2ccc(-c3nnco3)cc2)c([N+](=O)[O-])c1 | -7.4 | 5.5 | -2.3 | -1.3 | -0.7 | -5.6 | -1.6 | -0.2 | -0.2 | -1.8 | -0.5
COc1ccc(CCNC(=O)CSc2ccc(-c3cccs3)nn2)cc1OC | 3.0 | -1.8 | -0.5 | -2.2 | 1.2 | -1.7 | 0.2 | 0.7 | -3.8 | -1.6 | 0.0
Cc1ccc(-c2cccc(C3CC=CC4C3C(=O)N(Cc3ccccc3)C4c3ccc(C(F)(F)F)cc3)c2)cc1 (stereo not given) | 3.4 | 2.4 | 0.2 | -1.1 | 0.5 | -6.1 | 1.6 | -1.9 | 0.2 | -0.8 | 1.7
CCOC(=O)C(=O)Nc1ccc(S(=O)(=O)Nc2nccs2)cc1 | 10.2 | -1.9 | 0.6 | -1.0 | -0.1 | -4.8 | 1.7 | -2.7 | 2.7 | -0.6 | 1.2
CN(CC(=O)Nc1ccc(Cl)cc1)C1CCCCC1 | 1.5 | 5.3 | -2.2 | -1.9 | 0.1 | -3.9 | -0.3 | 1.3 | 0.1 | -0.8 | 0.1

Assay outcomes deposited in PubChem by several laboratories.

Outcome played no part in choosing rows; any-hit rate near 7%.
